From PubChem
pPAFAH inh – inhibitors of human plasma PAF acetylhydrolase (pPAFAH). Q13093. recombinant pPAFAH, FP-rhodamine probe fluorescence polarization. inhibition, % at 3.39 µM. 330,000 tested, 1.5% active. AID 463082;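 active = inhibition above the mean inhibition across the screen plus 3 SD, cut at about 25% in these data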;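 also: inhibitors block binding of the rhodamine activity-based probe so polarization drops; 0% = enzyme with DMSO and 100% = wells lacking pPAFAH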
PAFAH2 FP inh – PAFAH2 (human) inhibition; Q99487; recombinant PAFAH2, FP-rhodamine activity probe, fluorescence polarization; inhibition, % at 3.39 µM; 340,000 tested, 0.99% active; AID 492956;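 active = inhibition above the mean over all tested compounds plus 3 SD, cut at about 30% in these data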;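 also: inhibitors block probe labeling of enzyme so polarization drops; 0% = enzyme with DMSO and 100% = wells lacking PAFAH2 protein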
GSTO1 counter – blocks human GSTO1 in RBBP9 counter-screen; recombinant GSTO1, activity-based probe fluorescence polarization; 300,000 tested, 1.1% active; inhibition, % at 5.96 µM; P78417;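 active = inhibition above the campaign mean inhibition plus 3 SD, cut at about 35% in these data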;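 also: 0% = GSTO1-1 with DMSO and 100% = wells lacking GSTO1-1 enzyme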
Target sequence (P78417 whole entry, looked up): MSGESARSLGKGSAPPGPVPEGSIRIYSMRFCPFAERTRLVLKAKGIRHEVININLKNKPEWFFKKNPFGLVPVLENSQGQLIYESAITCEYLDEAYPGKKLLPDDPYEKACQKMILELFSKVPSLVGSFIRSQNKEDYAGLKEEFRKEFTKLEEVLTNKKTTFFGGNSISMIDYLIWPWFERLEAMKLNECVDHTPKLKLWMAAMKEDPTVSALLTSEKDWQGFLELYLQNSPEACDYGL
PME-1 inh – blocks human protein phosphatase methylesterase 1 | recombinant PME-1, FP-Rh probe fluorescence polarization | inhibition, % at 5.9 µM | 320,000 tested, 0.53% active;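 active = inhibition above the campaign mean of all compounds plus 3 SD, cut at about 26% in these data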;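 also: competitive labeling of PME-1 active site by serine hydrolase directed probe; 0% = PME-1 with DMSO and 100% = wells lacking PME-1 enzyme; inhibitors block probe labeling so polarization falls and inhibition rises; many of its hits are not listed in these tables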
LYPLA1 inh – counter-screen for PME1 inhibitors: inhibitors of human LYPLA1 | inhibition, % at 5.9 µM | 320,000 tested, 0.16% active | O75608 | AID 2174 | recombinant LYPLA1, FP-Rh probe fluorescence polarization;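 active = inhibition above the mean of all tested compounds plus 3 SD, set per campaign, cut at about 14% in these data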;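 also: inhibitors block serine hydrolase probe labeling of LYPLA1 so polarization falls; 0% = enzyme with DMSO and 100% = wells lacking LYPLA1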
PAFAH1B3 FP inh – PAFAH1B3 (human) inhibition; Q15102; recombinant PAFAH1B3, FP-rhodamine probe, fluorescence polarization; inhibition, % at 3.39 µM; 340,000 tested, 0.28% active; AID 492972;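 active = inhibition above the screen-wide average of all tested compounds plus 3 SD, cut at about 25% in these data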;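 also: 0% = enzyme with DMSO only and 100% = wells lacking PAFAH1B3 protein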
Target sequence (Q15102 whole entry, looked up): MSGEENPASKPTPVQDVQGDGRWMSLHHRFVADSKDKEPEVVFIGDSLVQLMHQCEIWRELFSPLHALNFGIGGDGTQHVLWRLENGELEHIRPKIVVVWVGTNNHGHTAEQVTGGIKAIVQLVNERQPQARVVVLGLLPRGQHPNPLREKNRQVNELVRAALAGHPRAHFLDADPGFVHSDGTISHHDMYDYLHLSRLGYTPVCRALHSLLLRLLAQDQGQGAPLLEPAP
PAFAH1B2 inh – inhibitors of human PAFAH1B2; P68402; recombinant PAFAH1B2, FP-rhodamine activity probe, fluorescence polarization; inhibition, % at 3.39 µM; 340,000 tested, 1.2% active; AID 492953;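 active = inhibition above the mean of all tested compounds plus 3 SD, cut at about 24% in these data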;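 also: 0% = enzyme with DMSO and 100% = wells lacking PAFAH1B2; many of its hits are not listed in these tables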
Target sequence (P68402 whole entry, looked up): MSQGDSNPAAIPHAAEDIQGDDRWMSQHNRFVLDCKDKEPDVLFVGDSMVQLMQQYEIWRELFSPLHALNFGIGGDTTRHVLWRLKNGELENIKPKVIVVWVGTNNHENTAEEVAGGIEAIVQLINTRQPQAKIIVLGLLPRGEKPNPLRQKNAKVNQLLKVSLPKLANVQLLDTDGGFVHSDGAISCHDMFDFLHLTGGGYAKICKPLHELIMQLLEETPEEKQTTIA
LYPLA2 counter – LYPLA2 (human) inhibition in PME1 counter-screen | inhibition, % at 5.9 µM | 320,000 tested, 0.38% active | O95372 | recombinant LYPLA2, FP-Rh probe fluorescence polarization;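 active = inhibition above the screen-wide mean plus 3 SD, limit set per campaign, cut at about 26% in these data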;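 also: 0% = LYPLA2 with DMSO and 100% = wells lacking LYPLA2 enzyme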
Target sequence (O95372 whole entry, looked up): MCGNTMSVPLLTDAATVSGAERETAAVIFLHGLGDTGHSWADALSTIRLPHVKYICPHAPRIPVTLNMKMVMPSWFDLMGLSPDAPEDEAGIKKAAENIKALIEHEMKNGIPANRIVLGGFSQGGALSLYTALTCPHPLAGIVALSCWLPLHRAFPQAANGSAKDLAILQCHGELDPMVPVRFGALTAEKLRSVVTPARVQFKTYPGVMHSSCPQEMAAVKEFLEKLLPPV
PAD4 FP inh – blocks human protein arginine deiminase 4 | 330,000 tested, 0.41% active | recombinant PAD4, RCA probe fluorescence polarization | inhibition, % at 6.36 µM | Q9UM07;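 active = percent inhibition above a cutoff equal to the mean of all tested compounds plus 3 SD, cut at about 15% in these data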;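 also: 0% = PAD4 with RCA probe and DMSO and 100% = probe without PAD4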
An asterisk follows results filed as active; . = not tested or not shown. Only part of the results is shown. The share of hits here may be higher or lower than overall.

Labels used below: A = pPAFAH inh; B = PAFAH2 FP inh; C = GSTO1 counter; D = PME-1 inh; E = LYPLA1 inh; F = PAFAH1B3 FP inh; G = PAFAH1B2 inh; H = LYPLA2 counter; I = PAD4 FP inh
O=C(c1cccc(Cl)c1)C1CCCN(C(=O)c2ccoc2)C1 (stereo not given)
  A: -6	B: 9	C: 9	D: -9	E: 0	F: 7	G: 2	H: -1	I: -3
COc1ccc(CCNC(=O)CCS(=O)(=O)c2ccc3c(c2)NC(=O)CO3)cc1OC
  A: -3	B: -5	C: -2	D: 1	E: -2	F: 3	G: -3	H: 4	I: -3
CC1C(=NO)C(C)C(c2ccccc2)NC1c1ccccc1 (stereo not given)
  A: 5	B: -2	C: 3	D: 4	E: 1	F: 4	G: 1	H: 0	I: 4
COc1cc(/C=N/O)cc(Br)c1OCC(=O)NCc1ccccc1
  A: 3	B: -4	C: -3	D: 11	E: 0	F: 1	G: -3	H: -1	I: 0
FC(F)Oc1ccc(NC(=S)N2CCc3ccccc32)cc1
  A: 3	B: 4	C: -1	D: 2	E: -1	F: 3	G: 2	H: 0	I: -4
CCN(CC(=O)Nc1ccc(Cl)c(S(=O)(=O)N(C)C)c1)CC(=O)NC(C)C
  A: -1	B: 2	C: -5	D: -5	E: -2	F: 8	G: -1	H: -7	I: -1
CC(=O)c1cccc(N=C2C(=O)Nc3ccccc32)c1
  A: 7	B: 3	C: 3	D: 1	E: -3	F: -4	G: 4	H: -4	I: -4
O=C(COc1ncnc2cc([N+](=O)[O-])ccc12)NC(=O)NC1CCCCC1
  A: 3	B: -3	C: -3	D: 6	E: -8	F: -2	G: 1	H: -10	I: -4
CS(=O)(=O)N(CC(=O)N1CCC(C(N)=O)CC1)C1CCCCC1
  A: 3	B: -4	C: 2	D: 3	E: 0	F: -9	G: 5	H: 0	I: -3
COc1ccc(/C=C(\C)c2nc(C)c(-c3ccccc3)c(=O)[nH]2)cc1
  A: 1	B: -9	C: -3	D: -2	E: -1	F: -1	G: 1	H: -2	I: 3
O=C1c2ccccc2NC(c2ccc(Br)o2)N1O (stereo not given)
  A: 2	B: -3	C: .	D: -4	E: 1	F: 7	G: 1	H: 5	I: -4
OCc1nc2ccccc2n1CCCCOc1ccccc1
  A: 2	B: 5	C: 1	D: -5	E: -4	F: 6	G: 7	H: -6	I: -7
O=C(CNC(=O)c1ccc(Cl)cc1)OCC(=O)c1ccc2c(c1)OCCO2
  A: 6	B: 2	C: 2	D: 2	E: 2	F: 5	G: 4	H: 6	I: 0
CCCCn1c(N)c(N(CCC(C)C)C(=O)C2CC(=O)N(c3ccc(OC)cc3OC)C2)c(=O)[nH]c1=O (stereo not given)
  A: 1	B: 2	C: 5	D: 3	E: -1	F: -1	G: 0	H: -3	I: -1
CCOc1ncccc1-c1nc(-c2cccs2)no1
  A: 0	B: 0	C: 0	D: 6	E: 6	F: -2	G: 1	H: 8	I: 1
C=CC[C@@H](CC(=O)NCCO)C(=O)N[C@@H](C)COC(=O)[C@H](CC=C)CC(=O)OC(C)(C)C
  A: -5	B: 3	C: .	D: .	E: .	F: 0	G: 5	H: .	I: -5
CCOC(=O)c1c[nH]c2c3c(ccc2c1=O)CCCC3
  A: 1	B: 4	C: 2	D: -12	E: -1	F: 9	G: 4	H: 4	I: 2
COc1ccc(NC(=O)c2oc3ccccc3c2NC(=O)C(C)(C)C)cc1
  A: 4	B: 1	C: -10	D: 1	E: -1	F: 2	G: 1	H: -8	I: -5
O=C(NC(=S)Nc1ccc2c(c1)C(=O)c1ccccc1C2=O)c1ccc(F)cc1
  A: 1	B: .	C: 8	D: 5	E: 3	F: .	G: .	H: 9	I: 0
Cc1cc(OC(C)C(=O)NCc2cccnc2)c2c(C)c(Cc3ccccc3)c(=O)oc2c1 (stereo not given)
  A: 0	B: 5	C: 6	D: -3	E: -2	F: 3	G: 3	H: 2	I: 4

A few values from the entries so far.
For GSTO1 counter, `OCc1nc2ccccc2n1CCCCOc1ccccc1` reads 1
For PAD4 FP inh, `C=CC[C@@H](CC(=O)NCCO)C(=O)N[C@@H](C)COC(=O)[C@H](CC=C)CC(=O)OC(C)(C)C` reads -5

Going on with the list:
Labels used below: A = pPAFAH inh; B = PAFAH2 FP inh; C = GSTO1 counter; D = PME-1 inh; E = LYPLA1 inh; F = PAFAH1B3 FP inh; G = PAFAH1B2 inh; H = LYPLA2 counter; I = PAD4 FP inh
O=C1CC(C(=O)N2CCOCC2)C2(CCCC2)O1 (stereo not given)
  A: 5	B: -4	C: 0	D: 4	E: 1	F: 7	G: 4	H: -1	I: 2
CCc1ccc(NC(=O)Nc2cccs2)cc1
  A: 18	B: 0	C: 19	D: 34*	E: -4	F: 11	G: 8	H: 10	I: -4
N=C1c2ccccc2CN1NC(=O)c1cccc(S(=O)(=O)N2CCCC2)c1
  A: -6	B: -2	C: 5	D: 4	E: 0	F: 7	G: 3	H: 3	I: 3
O=C(Nc1cccc(-c2cnc3ccccc3n2)c1)c1ccncc1
  A: 1	B: -1	C: 5	D: -1	E: -4	F: 1	G: 1	H: 5	I: -1
CN(C(=O)CSc1nnc(-c2ccncc2)n1-c1ccccc1)C1CCS(=O)(=O)C1 (stereo not given)
  A: 2	B: -4	C: 0	D: 2	E: 1	F: -1	G: 2	H: 2	I: -2
O=C(Nc1cccc(F)c1)c1ccc2ncsc2c1
  A: -1	B: 6	C: -4	D: -4	E: 0	F: 11	G: 0	H: 1	I: 6
COc1ccc(/C=C2\N=C(C(C)(C)C)OC2=O)c(OC)c1
  A: 9	B: 8	C: -5	D: 1	E: -2	F: 4	G: 2	H: -4	I: -1
CCOC(=O)C1CCCN(C(=O)COc2ccc(N(C)S(=O)(=O)c3ccc(F)cc3)cc2)C1 (stereo not given)
  A: 5	B: -3	C: 0	D: 9	E: 0	F: 7	G: 5	H: 1	I: 3
COC(=O)N/N=C(C)/C=C/c1ccccc1
  A: 5	B: 11	C: 2	D: -2	E: -1	F: 4	G: 2	H: 0	I: -6
CCOc1nnnc2c1sc1nc(N3CCOCC3)c3c(c12)CCCC3
  A: 1	B: 1	C: -1	D: -3	E: -2	F: 11	G: 0	H: -3	I: 0
CCC(=O)NCCCCNC(=O)CC
  A: 0	B: 7	C: 8	D: 2	E: 5	F: 5	G: -1	H: 3	I: -2
N#Cc1ccccc1-c1ccccc1C(=O)N1CCCCC1
  A: 1	B: -2	C: -4	D: -5	E: -2	F: 0	G: -1	H: 0	I: -3
CCn1c(O)c(/C=C2\C=Nc3ccccc32)sc1=O
  A: 8	B: 10	C: 3	D: 2	E: 2	F: 9	G: -1	H: 4	I: 0
O=C(Nc1ccc(N2CCN(C(=O)c3ccco3)CC2)cc1)c1ccco1
  A: 6	B: 5	C: -3	D: 0	E: 3	F: 10	G: -4	H: -3	I: -4
O=c1[nH]ncc2c3ccccc3n(Cc3ccccc3)c12
  A: 5	B: 7	C: -6	D: 2	E: 3	F: 2	G: 2	H: 3	I: 1
COc1cccc(NC(=O)COC(=O)c2cc(=O)c3ccccc3o2)c1
  A: 0	B: 3	C: .	D: 1	E: -1	F: 8	G: -7	H: 3	I: -4
COc1ccc(Cn2c(-c3ccco3)nc3oc4cc(OC)ccc4c(=O)c3c2=O)cc1
  A: 10	B: 9	C: 4	D: 3	E: -2	F: 8	G: 1	H: 8	I: -2
CCCn1nc(C(=O)N2CCCc3ccccc32)c2ccccc2c1=O
  A: 4	B: -3	C: 1	D: 0	E: 8	F: 2	G: 3	H: 10	I: -4
O=C(Nc1ccc(-c2nc3ccccc3[nH]2)cc1)c1c(F)c(F)c(F)c(F)c1F
  A: 3	B: -9	C: -3	D: -5	E: -1	F: -10	G: -2	H: -10	I: 1
CCCn1c(CNS(=O)(=O)c2ccc(C)cc2)nc2ccccc21
  A: -4	B: -3	C: -3	D: 2	E: -1	F: 5	G: 9	H: -1	I: -3

Reformatted bar-delimited: entries from further up
canonical_smiles | pPAFAH inh | PAFAH2 FP inh | GSTO1 counter | PME-1 inh | LYPLA1 inh | PAFAH1B3 FP inh | PAFAH1B2 inh | LYPLA2 counter | PAD4 FP inh
CCC(=O)NCCCCNC(=O)CC | 0 | 7 | 8 | 2 | 5 | 5 | -1 | 3 | -2
N#Cc1ccccc1-c1ccccc1C(=O)N1CCCCC1 | 1 | -2 | -4 | -5 | -2 | 0 | -1 | 0 | -3
CCn1c(O)c(/C=C2\C=Nc3ccccc32)sc1=O | 8 | 10 | 3 | 2 | 2 | 9 | -1 | 4 | 0
O=C(Nc1ccc(N2CCN(C(=O)c3ccco3)CC2)cc1)c1ccco1 | 6 | 5 | -3 | 0 | 3 | 10 | -4 | -3 | -4
O=c1[nH]ncc2c3ccccc3n(Cc3ccccc3)c12 | 5 | 7 | -6 | 2 | 3 | 2 | 2 | 3 | 1
COc1cccc(NC(=O)COC(=O)c2cc(=O)c3ccccc3o2)c1 | 0 | 3 | . | 1 | -1 | 8 | -7 | 3 | -4
COc1ccc(Cn2c(-c3ccco3)nc3oc4cc(OC)ccc4c(=O)c3c2=O)cc1 | 10 | 9 | 4 | 3 | -2 | 8 | 1 | 8 | -2

Continued.
Labels used below: A = pPAFAH inh; B = PAFAH2 FP inh; C = GSTO1 counter; D = PME-1 inh; E = LYPLA1 inh; F = PAFAH1B3 FP inh; G = PAFAH1B2 inh; H = LYPLA2 counter; I = PAD4 FP inh
COc1ccccc1-c1nnc(SCC(=O)Nc2ccc(S(N)(=O)=O)cc2)n1N
  A: 3	B: 4	C: 6	D: 8	E: 4	F: 7	G: 7	H: 7	I: -1
CC1(C)Cc2cccc(OCC(=O)N3CCN(c4ccccc4Cl)CC3)c2O1
  A: 0	B: 5	C: -2	D: 2	E: -1	F: 3	G: -4	H: -6	I: -2
Cc1ccc2nc(SCC(=O)NCc3ccco3)nc(=O)n2c1
  A: -1	B: -3	C: 15	D: 4	E: 3	F: 4	G: -2	H: 8	I: 5
S=c1[nH]nc(CCc2nc3ccccc3[nH]2)n1-c1ccccc1
  A: -3	B: 9	C: 6	D: 3	E: -2	F: 1	G: 1	H: -1	I: 2
CN1CCc2c(sc3c2C(=O)NC(c2cccs2)N3)C1 (stereo not given)
  A: 5	B: -5	C: -2	D: -5	E: 0	F: 3	G: 1	H: 4	I: 0
Cc1ccc(NCC(O)C(O)C(O)CO)c(N=Nc2ccccc2)c1C (stereo not given)
  A: 21	B: 3	C: 10	D: 52*	E: 3	F: 9	G: 6	H: 12	I: 4
Clc1cccc(Cl)c1OCCCCN1CCCCC1
  A: 3	B: -2	C: 0	D: -1	E: 3	F: 14	G: 9	H: 0	I: -2
Cc1ccccc1C(=O)N1CCN(c2ccc(N3CCOCC3)nn2)CC1
  A: 6	B: -1	C: 4	D: 2	E: -1	F: 5	G: 0	H: 4	I: -1
COc1ccccc1C(=O)N1CCN(Cc2nc3cc([N+](=O)[O-])ccc3n2C)CC1
  A: 7	B: 2	C: -6	D: 8	E: 0	F: -4	G: 0	H: 5	I: -18
CSc1ccc(S(=O)(=O)NCc2ccccc2)cc1
  A: -2	B: 2	C: 6	D: 4	E: 5	F: 5	G: -3	H: 5	I: 2
O=C(O)c1ccccc1N=Cc1c(O)n(-c2nccs2)c(=O)c2ccccc12
  A: 0	B: 17	C: 1	D: -4	E: -4	F: 2	G: 7	H: -1	I: -4
